Bioassay records from PubChem BioAssay.
GALK inh = blocks human galactokinase activity; P51570; Purified GALK, Kinase-Glo residual ATP luminescence; Potency, µM (top dose mostly 57.5 µM), for inactives: at the top dose activity change, negative = inhibition, most hits filed as inhibitors; 0.007% of 270,000 active; note: potency is the fitted concentration of half-maximal effect; % is set by controls: 0 for no effect and ±100 for the full control effect
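GALK at 5 nM final was combined with compound, 35 uM ATP and 100 uM galactose in HEPES pH8.0 with MgCl2 and DTT. The reaction ran one hour at room temperature before luminescent ATP detection.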
MBNL1-CUG inh = inhibitors of human MBNL1 binding to CUG repeat RNA; TR-FRET MBNL1-His/biotin-(CUG)12 binding, 665/545 ratio; Potency, µM (top dose mostly 57.5 µM), inactives show top-dose activity change, negative = inhibition, usual class: inhibitors; 0.036% of 280,000 active; AID 2675; active = well fitted inhibition curve with a large enough effect in the signal ratio, with a control signal flat, not every such curve was filed as active; inconclusive = small, poorly fitted or top-dose-only effect, or effect the other way, or a change in a side signal; inactive = no such curve, though single readings can be large or run the other way; the % refers to the signal ratio; note: potency is the fitted concentration of half-maximal effect; % is set by controls: 0 for no effect and ±100 for the full control effect
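Ratiometric TR-FRET (665 over 545 nm, excitation 340 nm) tracks disruption of MBNL1-His/biotin-(CUG)12 complex after 60 min at room temperature, with compounds at 92 nM to 58 uM final.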
USP2a block = USP2a (human) protease inhibition; O75604; AID 463254; Potency, µM (doses to about 38.3 µM), without a hit: at the highest dose activity change, negative = inhibition, most hits filed as inhibitors; 0.01% of 330,000 active; USP2 core, Ub-CHOP2 coupled fluorogenic reporter, 485/531;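 note: potency is the fitted concentration of half-maximal effect; plate controls were DMSO wells for no effect and full inhibition by NEM control for full effect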
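Deubiquitinase activity read as fluorescence (485/531 nm) after Ub-CHOP2 cleavage activates the enterokinase reporter on its substrate; USP2 core 10nM, Ub-CHOP2 and substrate 25nM each, 30min compound preincubation then 60min RT; data normalized to NEM, curves fitted.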
PKM2 activator = PKM2 (human) enzyme activation. Potency, µM (series often up to 57.5 µM), for inactives: at the highest dose activation, hits mostly activators. P14618. purified PKM2, Kinase-Glo ATP luminescence, activation; response scale: 0% is enzyme alone, no compound. 0.34% of 260,000 active; note: potency is the fitted concentration of half-maximal effect; % is set by controls: 0 for no effect and ±100 for the full control effect; nearly all actives have a fitted effect of over 55% in size
Target sequence (P14618 whole entry, looked up): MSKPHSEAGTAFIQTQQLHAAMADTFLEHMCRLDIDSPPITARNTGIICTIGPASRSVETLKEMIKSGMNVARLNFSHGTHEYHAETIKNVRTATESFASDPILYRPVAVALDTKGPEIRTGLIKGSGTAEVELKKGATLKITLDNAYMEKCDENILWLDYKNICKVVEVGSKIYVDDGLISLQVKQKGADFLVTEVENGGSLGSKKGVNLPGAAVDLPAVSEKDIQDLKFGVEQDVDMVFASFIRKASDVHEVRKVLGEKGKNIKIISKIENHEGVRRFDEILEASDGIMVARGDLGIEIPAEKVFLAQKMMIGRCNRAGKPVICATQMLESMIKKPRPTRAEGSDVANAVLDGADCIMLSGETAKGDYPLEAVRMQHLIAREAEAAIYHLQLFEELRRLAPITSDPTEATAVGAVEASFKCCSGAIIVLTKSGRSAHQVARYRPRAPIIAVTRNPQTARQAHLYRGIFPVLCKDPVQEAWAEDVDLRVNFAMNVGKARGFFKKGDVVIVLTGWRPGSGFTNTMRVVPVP
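Purified hPK-M2 (>95%) run at intermediate activity with 0.1 mM ADP and 0.5 mM PEP in 50 mM imidazole pH 7.2, KCl, MgCl2; 1 h room temperature. ATP formed read by Kinase-Glo luminescence; normalized to uninhibited and no-enzyme controls.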
Mito fusion yeast = inhibitors of mitochondrial division or activators of mitochondrial fusion. 0.23% of 320,000 active. Potency, µM (highest dose often 46.1 µM), for inactives: at the top dose growth rescue (activation), hits mostly activators. S. cerevisiae fusion-defective mutant growth rescue, CellTiterGlo 48 h;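 note: potency is the fitted concentration of half-maximal effect; % of control where 0% means no effect; nearly all actives have a fitted effect of over 45% in size; temperature-sensitive fusion mutants such as fzo1-1 at 37 °C on non-fermentable ethanol glycerol medium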
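Compounds are tested for their ability to restore growth of mitochondrial fusion-defective yeast strains at non-permissive 37C in YPEG medium over 48 hours. Viability is quantified by luciferase luminescence.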
Menin-MLL TR inh = displaces Texas Red mutant MLL peptide from human menin; O00255; 0.23% of 270,000 active; Menin + Texas Red MLL mutant peptide, fluorescence polarization; Potency, µM (series often up to 61.6 µM), without a hit: top-dose FP activity change, negative = inhibition, most hits filed as inhibitors; active = well fitted inhibition curve with a large enough effect in the polarisation, with a control signal flat, not every such curve was filed as active; inconclusive = small, poorly fitted or top-dose-only effect, or effect the other way, or a change in a side signal; inactive = no such curve, though single readings can be large or run the other way; the % refers to the polarisation; note: potency is the fitted concentration of half-maximal effect; % of control where 0% means no effect; many of its hits are not listed in these tables
Eya2 inh = Eya2 (human) phosphatase inhibition; 0.006% of 330,000 active; recombinant Eya2, OMFP fluorescence dephosphorylation (OMFP is methylfluorescein phosphate); Potency, µM (titrated, usually from 76.9 µM), without a hit: top-dose activity, negative = inhibition, most hits filed as inhibitors; note: potency is the fitted concentration of half-maximal effect; % is set by controls: 0 for no effect and ±100 for the full control effect
Target sequence (O00167 whole entry, looked up): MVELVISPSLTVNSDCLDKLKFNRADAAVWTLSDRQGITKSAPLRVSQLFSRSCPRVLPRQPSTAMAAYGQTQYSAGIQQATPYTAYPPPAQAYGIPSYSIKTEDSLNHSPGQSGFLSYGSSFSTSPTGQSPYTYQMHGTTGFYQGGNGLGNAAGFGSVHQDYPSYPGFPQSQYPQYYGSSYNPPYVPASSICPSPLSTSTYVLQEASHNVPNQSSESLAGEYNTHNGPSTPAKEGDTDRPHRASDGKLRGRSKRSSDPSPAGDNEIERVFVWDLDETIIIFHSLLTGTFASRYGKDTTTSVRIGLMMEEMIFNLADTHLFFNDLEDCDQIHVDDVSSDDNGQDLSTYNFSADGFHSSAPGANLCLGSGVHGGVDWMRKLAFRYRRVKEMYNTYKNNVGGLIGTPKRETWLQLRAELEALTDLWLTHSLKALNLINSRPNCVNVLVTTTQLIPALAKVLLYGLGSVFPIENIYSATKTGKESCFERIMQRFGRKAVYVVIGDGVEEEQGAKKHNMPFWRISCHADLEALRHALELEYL
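Eya2 (0.2 uM) preincubated 10 min at ambient with compound, then OMFP substrate added at 50 uM; 10 min reaction in 50 mM HEPES pH 7.5, 50 mM NaCl, 5 uM MgCl2, 0.05% BSA, 1 mM DTT. Fluorescence read at Ex 485/Em 525 nm.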
ASM inhibitor = blocks human secretory acid sphingomyelinase | P17405 | placental ASM, HMU-PC fluorogenic substrate, 60 min | Potency, µM (titrated, usually from 57.5 µM), without a hit: at the top dose activity change, negative = inhibition, actives largely listed as inhibitors | 0.006% of 340,000 active | AID 504937; note: potency is the fitted concentration of half-maximal effect
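Fluorogenic HMU-PC substrate (9 uM final) is turned over by placental ASM in 60 min at 37 C after a 10 min compound preincubation. Reaction ended by alkaline stop (pH 10), with fluorescence read at 386/447 nm.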
hERG WT inh = inhibitors of human wildtype KCNH2 potassium channel. U2OS, BacMam KCNH2, thallium flux FluxOr; stronger effect = lower value. activity change, % at 1.84 µM. 0.37% of 340,000 active. AID 720551;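 active = maximum activity change below -70%; inconclusive = maximum activity change between -70% and -50%; inactive = maximum activity change above -50%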; note: % is set by controls: 0 for no effect and ±100 for the full control effect
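U2OS cells were transduced with wild-type KCNH2 virus (2.03 x 10^8 / mL) for 4 h at room temperature, then cultured overnight at 37 C. Thallium flux was read with FluxOr dye. Rate constants were normalized to DMSO controls.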
TSHR antagonist = blocks TSH signaling through the human TSH receptor | P16473 | TSHR-expressing cells, TSH-stimulated cAMP HTRF, 2 h; stronger effect = lower value | activity change, negative = inhibition, % at 11.5 µM | 0.2% of 330,000 active;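 active = activity change below a set negative limit, meaning inhibition stronger than a set level, cut at about -70% in these data; inconclusive = activity change between two set negative limits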; note: % is set by controls: 0 for no effect and ±100 for the full control effect
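TSHR-expressing cells were treated with compounds, then stimulated with TSH at EC80 (4nM final) for 2 hours at 37 deg C. Cellular cAMP was measured by HTRF competition between lysate cAMP and cAMP-d2 for a cryptate-labelled anti-cAMP antibody.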
Chronic BCR inh = inhibitors of chronic active B-cell receptor signaling | ABC-DLBCL IkBa-CBG/CBR reporter, luminescence ratio, 4 h | Potency, µM (top dose mostly 46.1 µM), without a hit: at the top dose ratio change, negative = lower green/red ratio, most hits filed as inhibitors | 0.05% of 340,000 active | AID 493014; active = well fitted inhibition curve with a large enough effect in the signal ratio, with a control signal flat, not every such curve was filed as active; inconclusive = small, poorly fitted or top-dose-only effect, or effect the other way, or a change in a side signal; the % refers to the signal ratio;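 note: potency is the fitted concentration of half-maximal effect; plate controls were basal doxycycline-induced cells for no effect and cells given 10 µM MG132 for full effect; MG132 reads +100%, hits lower the ratio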
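Cell line TMD8 (human ABC DLBCL), stably expressing tet-inducible CBG68-IkBa fusion and CBR; IMDM/0.5% FBS; cpd up to 46 uM; dox induction, 4 h, 37C/5% CO2; dual luminescence; green/red ratio; MG132 control.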
Active calls of the source: *; ? = inconclusive; . = no result given; [ ] = dose if it differs, or a comment. Unless noted, calls come from the whole dose curve; as a rule, active = well fitted curve in the direction sought with a large enough effect; inconclusive = small, poorly fitted or top-dose-only effect, or another doubt; inactive = no such curve, though single readings can be large; an effect the other way counts as inactive or inconclusive. These rows are one share of the data (hit frequency here may not be typical).

SMILES	GALK inh	MBNL1-CUG inh	USP2a block	PKM2 activator	Mito fusion yeast	Menin-MLL TR inh	Eya2 inh	ASM inhibitor	hERG WT inh	TSHR antagonist	Chronic BCR inh
COc1cc(CCC(=O)Nc2ccc(Cl)c(C(F)(F)F)c2)cc(OC)c1OC	-1%	-11%	3%	-2%	-8%	8%	-2%	-7%	-6	-4	-10%
NS(=O)(=O)c1ccc(NC(=O)CSc2n[nH]c(=O)n2C2CC2)cc1	.	.	1%	.	0%	.	-11%	2%	6	2	?
COC(=O)C1CCN(C(=O)COC(=O)c2cc(S(=O)(=O)N3CCOCC3)ccc2C)CC1	.	.	-2%	.	.	.	4%	-1%	11	18	2%
Cc1cc(C)cc(OCCCCn2cncn2)c1	2%	2%	2%	1%	-4%	-16%	4%	2%	1	8	4%
CCCN1c2cccc3cccc(c23)S1(=O)=O	0%	?	-8%	0%	2%	23%	5%	49%[activator]	3	.	-16%
Cc1ccc2sc(NNC(=O)c3cc(-c4cccs4)nc4ccccc34)nc2c1C	.	50%[activator]	4%	-5%	-1%	?	-7%	.	.	4	-8%
O=C(CSc1nnc(Cc2cccs2)n1Cc1ccco1)Nc1ccc(Br)cc1	-3%	-13%	-9%	27%	12%	9%	-4%	-2%	-10	-1	9%
CCOc1ccc(Cc2nnc(SCC(=O)Nc3ccc(C(C)=O)cc3)[nH]c2=O)cc1	.	.	-1%	.	-12%	.	7%	1%	9	-13	-8%
C=C(C)Cn1c(C)cc(C)c(S(=O)(=O)c2cccc(C)c2)c1=O	0%	-7%	-10%	-2%	1%	?	2%	0%	2	3	1%
COc1ccc(C(=O)Cn2c(C(=O)/C=C/c3ccccc3)nc3ccccc32)cc1	0%	0%	1%	-12%	0%	.	15%	2%	-1	22	?
Nc1ccccc1SC(C[N+](=O)[O-])c1ccccc1 (stereo not drawn)	0%	-2%	1%	-10%	-2%	.	18%	-1%	-3	19	?
CSc1nnc(CNC(=O)c2ccccc2)n1-c1ccc(F)cc1	3%	0%	1%	1%	-3%	1%	-26%	4%	-31	9	6%
O=C1CC/C=C\C[C@@H](CC(=O)N(CCO)Cc2ccccc2)C(=O)N2CCC[C@H]2CO1	.	.	5%	.	.	.	-1%	3%	.	13	0%
CC(=O)Nc1ccc(NS(=O)(=O)c2cc([N+](=O)[O-])ccc2C)cc1	-1%	?	1%	-3%	4%	-4%	7%	-6%	-9	12	-4%
OCCC1CN(Cc2cccc3nonc23)CCN1Cc1ccsc1 (stereo not drawn)	4%	?	0%	-3%	-3%	.	11%	1%	25	4	?
Cc1ccccc1NC(=O)c1ccccc1-c1ccccc1	-3%	-7%	2%	-4%[11.5 µM]	4%	-14%	15%	-1%	-8	29	1%
CCCCCC(=O)Nc1cccc2ccccc12	0%	8%	2%	-1%	?	-3%	11%	6%	-11	1	?
CCc1ccccc1Nc1nc(N)nc(CSCC(=O)Nc2ccc(C)c(C)c2)n1	1%	-4%	3%	0%	-3%	3%	-5%	-1%	-12	-4	-9%
COc1cccc(C2CC(c3cccc(OC)c3)n3nc(N)nc3N2)c1 (stereo not drawn)	-3%	14%	2%	2%	-1%	-25%	5%	-3%	-2	-7	-2%
Cc1ccc(-c2sc(-c3ccccc3)nc2CC(=O)Nc2ccccc2F)cc1	-4%	-4%	0%	-15%	0%	?	-8%	-5%	5	-16	?
COc1ccc2oc(=O)c(C(=O)Nc3cccc(C(C)=O)c3)cc2c1	3%	?	3%	1%	0%	-2%	-9%	15%	-4	-5	-2%
O=C(Cc1ncc(C(F)(F)F)cc1Cl)N1CCN(c2ccccn2)CC1	-2%	-12%	0%	-12%	0%	.	-6%	1%	-28	11	-7%
COCCNC(=O)[C@H]1N2C(=O)c3c(ccc(OC)c3OC)C2SC1(C)C (stereo partly drawn)	.	-7%	1%	.	-3%	4%	3%	4%	-7	4	?
COc1cc2cc(CCCOC(=O)CCC(=O)O)oc(=O)c2cc1OC	.	.	0%	.	-12%	.	7%	1%	0	-28	1%
COc1ccccc1NC(=O)Cn1cnc2c(oc3nc4c(cc32)CCCC4)c1=O	8%	-5%	3%	7%	18%	11%	6%	-7%	22	-9	?
COc1ccc(C(=O)NCCn2cc(SCC(=O)Nc3cc(C)on3)c3ccccc32)cc1OC	3%	-10%	2%	-1%	-1%	6%	-2%	-2%	2	-4	4%
COCCCNc1nc2ccccc2nc1NS(=O)(=O)c1ccc(OC)cc1	.	16%	-1%	.	-6%	13%	4%	11%	6	-9	-10%
CCC(=O)Nc1cc(=O)[nH]c2nc(-c3ccc(Cl)cc3)nn12	.	-18%	4%	0%	0%	.	0%	1%	-11	9	?
COCC(=O)Nc1ccc(N2CCOCC2)c(S(=O)(=O)Nc2ccc(OC)cc2)c1	.	.	7%	.	.	.	-23%	-3%	7	.	2%
COc1ccc(Br)cc1C(=O)Nc1ccc(C(=O)NCC(C)C)cc1	-1%	-7%	-1%	-3%	-2%	27%	-13%	-3%	35	4	?
O=C(c1ccc(CSCc2ccccc2F)o1)N1CCN(c2ccc(N3CCOCC3)nn2)CC1	2%	?	0%	1%	2%	?	6%	111%[activator]	36	-4	-14%
NS(=O)(=O)c1cccc(NC(=O)c2cncc(Br)c2)c1	0%	-3%	11%	-2%	-3%	.	0%	0%	-5	6	?
CCCN(CC(=O)Nc1ccccc1C)C(=O)Cc1n[nH]c(=O)c2ccccc12	.	.	-1%	.	-7%	.	-18%	3%	2	-5	0%
CCN(C(=O)CSc1nccc(=O)[nH]1)c1cccc2ccccc12	.	.	-1%	.	.	.	-7%	1%	-11	7	1%
COc1ccc(C)cc1NC(=O)c1ccc(S(=O)(=O)N2CCCCC2)cc1	-2%	3%	-4%	2%	26%	18%	-12%	-1%	1	10	8%
Cc1csc2nc(CNC(=O)c3ccco3)cn12	2%	2%	1%	5%	-1%	-4%	-3%	1%	2	-9	7%
COc1ccc(-c2[nH]ncc2CN2CCCO2)c(F)c1	0%	-6%	1%	8%	-2%	-1%	-3%	-1%	-5	-4	-8%
CCCOc1ccc(/C=C/C(=O)Nc2ccc([N+](=O)[O-])cc2)cc1	1%	0%	0%	0%	-5%	?	10%	-7%	5	-27	5%
O=C(c1ccc2oc(Cc3ccc(Cl)cc3)nc2c1)N1CCCCC1CCO (stereo not drawn)	-4%	3%	3%	-3%	-1%	.	4%	.	9	-12	3%
Cc1nn(C)cc1C(C(=O)NC1CCCCC1)N(Cc1ccc(F)cc1)C(=O)c1cnccn1 (stereo not drawn)	-4%	-7%	11%	6%	0%	-2%	-5%	-3%	2	-1	7%
COc1ccc(CNC(=O)N[C@@H](CC(C)C)C(=O)O)cc1OC	-1%	-2%	1%	0%	0%	.	-26%	4%	1	-2	2%
O=C(Cn1ncc2c(=O)oc3ccccc3c21)N(Cc1ccco1)C1CCCCC1	0%	-16%	3%	-1%	1%	1%	2%	1%	-17	-3	?
CC(=O)Nc1sc(C)c(C)c1C(=O)OC(C)C	1%	3%	3%	5%	-1%	-11%	-1%	-1%	-2	17	?
Cc1ccc2nc(SCC(=O)c3ccccc3)nc(=O)n2c1	.	.	2%	.	4%	.	5%	7%	-1	15	?
O=C(O)c1ccc(S(=O)(=O)N[C@H](Cc2ccc([N+](=O)[O-])cc2)C(=O)O)cc1	.	.	1%	.	-3%	17%	-11%	.	.	10	9%
Cc1cc(C(=O)NCCCN2CC(C)CC(C)C2)n(-c2ccccc2)n1 (stereo not drawn)	1%	-1%	0%	0%	-4%	3%	4%	-1%	91	-1	-2%
CC(C)C[C@H](NC(=O)c1nc[nH]c1C(=O)NC1CCNCC1)C(=O)OC(C)(C)C	.	.	0%	.	-4%	.	-33%	5%	-4	2	1%
Cc1cccc(C)c1OCCNC(=O)OCc1ccccc1	2%	-6%	3%	2%	-2%	-17%	8%	4%	5	-7	2%
